# CHRM4 antagonist: antagonists of human muscarinic M4 receptor (CHRM4). 0.73% of 360,000 active. CHO-hM4 cells, ACh EC80, Fluo-8 calcium fluorescence. AID 624125. inhibition, % at 3 µM;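 active means inhibition above its plate's cutoff, the mean inhibition of sample wells plus 3 SD, cut at about 27% in these data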;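 further: 0% = acetylcholine EC80 with DMSO and 100% = DMSO without agonist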
# Target sequence (P08173 whole entry, looked up): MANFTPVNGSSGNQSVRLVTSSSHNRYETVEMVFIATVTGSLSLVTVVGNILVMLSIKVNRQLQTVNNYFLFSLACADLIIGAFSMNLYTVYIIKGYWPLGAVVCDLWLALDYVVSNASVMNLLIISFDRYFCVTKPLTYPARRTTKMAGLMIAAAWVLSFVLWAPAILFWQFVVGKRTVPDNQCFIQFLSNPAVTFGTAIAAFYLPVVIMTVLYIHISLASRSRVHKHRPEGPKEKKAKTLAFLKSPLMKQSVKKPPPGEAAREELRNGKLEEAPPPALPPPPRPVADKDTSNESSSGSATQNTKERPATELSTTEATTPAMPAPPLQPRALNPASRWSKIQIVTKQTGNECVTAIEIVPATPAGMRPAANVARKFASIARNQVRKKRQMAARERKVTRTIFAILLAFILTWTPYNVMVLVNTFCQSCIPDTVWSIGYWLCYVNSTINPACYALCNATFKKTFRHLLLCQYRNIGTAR
# M1 PAM: potentiates human M1 receptor response to acetylcholine; P11229; CHO-K1 hM1, Fluo-8 calcium fluorescence, ACh EC20; 0% = ACh EC20, 100% = maximal ACh; activation, % at 3 µM; 0.088% of 360,000 active; AID 588819; in the data active means activation above about 19%, passing the limit was not always enough
# M5 PAM: positive allosteric modulators of human muscarinic M5 receptor. CHO-K1 hM5, Fluo-8 calcium, ACh EC20 PAM; 0% = ACh EC20, 100% = ACh EC100. AID 624038. activation, % at 3 µM. 0.3% of 360,000 active. P08912;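 active means activation above the run cutoff, the mean activation of all test compounds plus 3 SD, cut at about 18% in these data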
# Target sequence (P08912 whole entry, looked up): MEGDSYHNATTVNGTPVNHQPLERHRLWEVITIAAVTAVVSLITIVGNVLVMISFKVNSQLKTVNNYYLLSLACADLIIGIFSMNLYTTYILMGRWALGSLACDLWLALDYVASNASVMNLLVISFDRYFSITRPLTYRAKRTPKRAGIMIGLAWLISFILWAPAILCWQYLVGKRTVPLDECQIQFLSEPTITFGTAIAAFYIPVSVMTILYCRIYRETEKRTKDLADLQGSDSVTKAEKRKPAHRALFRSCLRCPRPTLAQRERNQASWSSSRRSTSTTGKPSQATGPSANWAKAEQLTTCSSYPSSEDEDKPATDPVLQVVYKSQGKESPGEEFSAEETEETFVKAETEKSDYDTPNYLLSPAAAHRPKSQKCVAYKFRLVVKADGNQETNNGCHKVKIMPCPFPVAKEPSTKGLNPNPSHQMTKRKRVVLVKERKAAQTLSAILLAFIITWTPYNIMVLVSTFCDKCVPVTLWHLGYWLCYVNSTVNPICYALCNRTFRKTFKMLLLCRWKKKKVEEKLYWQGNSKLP
#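 Measured by: Fluo-8 calcium fluorescence; material: human M5 receptor in CHO-K1 cells; schedule: Post-acetylcholine fluorescence recording 140 s; benchmarks: low control EC20 acetylcholine (0%), high control EC100 acetylcholine (100%); read-out: Max/basal fluorescence ratio as % of EC20–EC100 ACh window; compound: single dose, 3 µM nominal final test concentration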
# M4 PAM: CHRM4 positive allosteric modulation; CHO-K1 hM4/Gqi5, Fluo-8 calcium fluorescence, ACh EC20; 0% = ACh EC20, 100% = maximal ACh; activation, % at 3 µM; 0.4% of 360,000 active;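 active means activation above its plate's cutoff, the mean activation of sample wells plus 3 SD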; further: some results filed as inactive read as strong as hits
# CRFBP-R2 agonist: CRF-BP/CRF-R2 complex agonism. HEK293 CRF-R2/CRF-BP, calcium dye fluorescence (FLIPR); percent of saturating CRF peptide response. activation, % at 13.2 µM. 0.46% of 350,000 active;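 active means activation of at least 50%, plus an integration ratio under a set limit after plate pattern correction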;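 further: plate controls were neutral control wells without compound for no effect and CRF at EC100 for full effect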
# CRFBP-R2 block: antagonists of CRF-binding protein/CRF-R2 receptor complex; HEK293 CRF-R2/CRF-BP, CRF-induced calcium fluorescence; inhibition, % at 11.8 µM; 0.59% of 350,000 active; AID 588475;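 active means inhibition of the ligand-induced calcium signal above about 50% at the single tested concentration, limit read from the data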
# M5 antag: antagonists of human muscarinic M5 receptor (CHRM5); 0.59% of 360,000 active; inhibition, % at 3 µM; AID 624040; CHO-hM5 cells, Fluo-8 calcium fluorescence, ACh EC80; P08912;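 active means inhibition above a per-plate cutoff, the mean of that plate's test compounds plus 3 SD, cut at about 27% in these data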;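 further: 0% = acetylcholine EC80 with DMSO and 100% = DMSO without agonist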
# M5 ag: agonists of human muscarinic M5 receptor (CHRM5); 0.19% of 360,000 active; P08912; CHO-K1 hM5 cells, Fluo-8 calcium fluorescence; 0% DMSO wells, 100% maximal acetylcholine response; activation, % at 3 µM;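 active means activation above the run's mean over test compounds plus 3 SD, cut at about 23% in these data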;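 further: signal is peak over basal fluorescence ratio across the kinetic read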
# CHRM4 agonist: CHRM4 agonism in calcium assay; P08173; CHO-K1 hM4/Gqi5, Fluo-8 calcium fluorescence; vehicle 0%, full acetylcholine response 100%; activation, % at 3 µM; 0.14% of 360,000 active; AID 624127;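 active means activation above the run mean over all test wells plus 3 SD, cut at about 32% in these data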;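 further: peak over basal fluorescence ratio per well then scaled between controls; 0% = DMSO wells and 100% = acetylcholine at EC100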
# Active calls of the source: *; . = no result given.
SMILES,CHRM4 antagonist,M1 PAM,M5 PAM,M4 PAM,CRFBP-R2 agonist,CRFBP-R2 block,M5 antag,M5 ag,CHRM4 agonist
O=c1[nH]cncc1OCc1ccccc1,8.2,6.2,10.8,-0.9,-0.3,2.0,-1.4,3.2,0.3
CN(CC(=O)Nc1ccc(F)c(F)c1)S(=O)(=O)c1cccc2cccnc12,-1.6,1.7,-7.6,-5.9,-0.8,-0.3,11.2,-0.8,7.9
O=S(=O)(c1ccccc1)N1N=C(c2ccccc2)CC1c1ccccc1 (configuration not stated),5.7,6.1,-2.6,-10.0,0.2,9.2,-3.5,-3.6,0.8
O=C(Nc1ccccc1Cl)NC1(C(=O)N2CCCC2)CCCCC1,0.5,7.3,3.6,5.0,-0.2,3.9,0.3,-0.6,0.7
O=C(Cn1ncc2c3ccccc3n(Cc3ccccc3)c2c1=O)NC1CCCC1,11.6,4.5,1.0,2.5,-0.1,-4.7,-2.5,-3.0,1.0
CC(=O)Nc1cccc(S(C)(=O)=O)c1,-8.9,3.4,-1.4,7.0,6.0,-17.9,-3.0,-2.6,0.0
CC(C)NC(=O)C1CC(=O)N(c2ccc(F)c(Cl)c2)C1 (configuration not stated),-4.8,11.3,5.0,9.9,-0.8,-4.4,-10.3,1.1,2.2
O=C1N(Cc2cccnc2)C[C@@H]2C[C@@H](c3ccc(-c4ccccc4)cc3)N3CCC[C@@]123,-0.3,-8.7,-4.9,1.0,-1.7,-11.2,-3.6,-3.9,2.6
Cc1cccc(C(=O)N2CCC(=O)N([C@H](COCc3cccc(C(F)(F)F)c3)Cc3ccccc3)CC2)c1,-0.1,.,-17.5,-11.8,.,.,9.4,1.6,4.8
CCN(C[C@H]1N[C@@](Cc2ccccc2)(C(=O)OC)[C@H]2C(=O)N(Cc3ccccc3)C(=O)[C@@H]12)C(=O)NC(C)C,9.2,3.0,5.8,-3.2,-1.0,-1.5,1.4,0.5,0.0
CCc1cc(-c2ccc3c(c2)COc2c4ccccc4nn2-3)on1,-2.8,1.8,-3.2,11.5,-1.7,-12.3,4.2,1.1,3.8
Cc1cc(C)cc(OC(=O)N2CCOCC2)c1,-3.8,3.3,-0.6,1.0,5.2,-5.0,-7.5,-0.3,0.3
CCOC(=O)N1CCN(c2c(NCCCN3CCCC(C)C3)c(=O)c2=O)CC1 (configuration not stated),-6.8,6.0,-6.6,-2.0,3.7,-1.5,6.1,-2.7,-0.8
CCCC(=O)N(CCN1CCOCC1)c1nc2c(OC)ccc(OC)c2s1,-9.8,6.5,3.2,-4.5,-1.1,10.4,5.1,-2.6,1.3
COc1ccc(OC)c(NC(=O)c2ccc(OCC(=O)N3CCOCC3)c(OC)c2)c1,-3.8,3.5,3.9,1.0,1.9,2.8,4.4,3.5,2.4
O=C1NCCOC(=O)[C@H](Cc2ccc(F)cc2)C/C=C\C[C@H]1CC(=O)N(CCO)Cc1ccccc1,3.0,-7.1,-2.5,-6.0,-2.6,-8.0,-3.8,2.9,14.6
O=C1c2ccccc2C(c2nnnn2-c2ccc3c(c2)OCCO3)N1CCCn1ccnc1 (configuration not stated),-20.6,.,8.5,-0.9,.,.,-2.9,-1.5,1.4
COc1ccc(C(=O)Cn2nnc(-c3ccc(N4CCOCC4)cc3)n2)cc1OC,-10.4,6.9,-3.1,-3.9,1.0,16.7,16.5,0.0,2.7
COc1ccc(S(=O)(=O)N2CCc3ccccc3C2)cc1C(=O)O,-6.9,2.5,-2.3,2.2,0.9,-12.9,9.4,-0.8,-0.5
O=C(/C=C/c1ccc(Br)cc1)c1ccco1,8.4,4.0,-0.2,-3.0,-3.0,-51.0,8.6,-0.2,0.8
CCCCSc1nc(O)c(Cc2ccccc2)c(=O)[nH]1,-2.7,7.6,7.5,3.9,-0.3,-11.7,-4.3,-5.9,3.2
COc1cccc(NS(=O)(=O)c2cc(C)sc2C)c1,2.9,3.5,-4.7,-0.5,-1.6,0.1,4.1,-9.3,1.6
Cc1nnc(-c2cnn(C)c2N)n1Cc1ccccc1,-4.0,5.6,-0.1,-0.5,-1.2,4.6,1.2,-4.3,0.6
O=C(CN(C(=O)c1csnn1)c1ccccc1)NCc1ccc2c(c1)OCO2,-11.9,2.5,-6.0,-1.7,1.1,0.3,11.2,-1.2,2.1
Cc1nn(C(=O)Cn2ccc([N+](=O)[O-])n2)c(C)c1Cl,6.0,6.5,-6.5,-9.4,0.2,27.0,14.9,-2.3,0.3
# Next section.
SMILES,CHRM4 antagonist,M1 PAM,M5 PAM,M4 PAM,CRFBP-R2 agonist,CRFBP-R2 block,M5 antag,M5 ag,CHRM4 agonist
Cc1ccc(CNC(=O)C(CC(C)C)OC(=O)c2ccco2)cc1 (configuration not stated),-10.3,20.0,2.1,4.1,-2.5,-9.0,5.5,-3.5,-0.2
CN1CCC(NC(=O)c2cccs2)CC1,-9.8,3.2,-4.6,7.5,-0.7,-13.2,3.3,-3.4,0.7
O=C(Nc1cccc(C2=NCCN2)c1)Nc1cccc(C2=NCCN2)c1,-5.5,0.5,4.2,-1.4,-0.8,0.0,-4.7,0.9,0.6
O=C1NC(=O)C2(CCCCCC2)N1,-1.1,-4.2,1.3,-2.7,0.0,-1.7,3.3,0.8,0.4
CCOC(=O)C1CCN(C(=O)c2ccc(OC)cc2OC)CC1,0.7,-4.2,9.5,6.2,0.8,-1.2,-8.3,-1.3,15.6
Cc1nnc(SCC(=O)c2ccccc2)n1Cc1ccccc1,-1.0,1.5,1.8,18.5,0.3,0.6,1.7,-0.6,0.8
CCN(Cc1ccccc1)S(=O)(=O)c1c[nH]c(C(=O)OC)c1,-11.6,14.7,-3.9,3.0,-3.1,12.2,-3.1,1.4,0.5
O=C(COC(=O)c1cc(Br)ccc1O)c1ccc(F)cc1,-14.1,-3.1,-0.9,-0.9,-0.6,1.9,19.9,1.7,-0.5
O=C(OCc1nnc(-c2ccccc2)o1)c1ccco1,3.7,8.8,-9.8,3.7,-0.9,0.3,-1.9,-6.4,1.1
O=C(OCC(=O)N1CCCc2ccccc21)c1cncc(Br)c1,0.1,5.7,2.5,-8.9,-0.1,-9.0,-5.1,-2.1,2.2
CCCCCCCCCC1(CC(=O)OCC)SCCN1C(N)=O (configuration not stated),-10.8,-5.1,-0.3,-0.9,2.3,47.3,-0.4,1.8,4.9
O=C(NC1CC1)c1cc(Cl)ccc1[N+](=O)[O-],-0.1,0.5,-7.7,-3.3,-1.8,-2.8,3.7,-1.0,0.0
CCN(CC)S(=O)(=O)c1ccc2[nH]c(=O)cc(C(=O)NCC(c3ccco3)N3CCCC3)c2c1 (configuration not stated),8.8,7.2,4.0,0.0,-0.9,9.1,5.1,-1.2,0.1
Cc1oc(-c2ccccc2)nc1C(=O)OCC(=O)NCc1ccc(Cl)cc1,-8.7,4.1,-3.8,5.8,-1.4,13.9,3.7,-1.1,3.7
O=C1[C@H]2[C@@H](c3ccc(C(F)(F)F)cc3)N[C@]3(CCCN(Cc4ccco4)C3=O)[C@H]2C(=O)N1Cc1ccccc1,-10.0,1.0,2.6,2.1,-0.2,-5.0,5.0,-0.4,0.5
CCOc1cc(NC(=S)NCCCN2CCOCC2)c(OCC)cc1NC(=O)c1ccco1,-2.9,0.3,6.4,4.0,-2.0,16.2,-16.5,-0.2,0.4
Cc1cc(C)cc(C(O)c2ncc(-c3ccc(Cl)cc3)[nH]2)c1 (configuration not stated),-3.8,8.3,-9.3,-1.0,.,.,7.6,2.1,6.7
N#CCCn1nc(-c2ccc(Cl)cc2)cc1Nc1ccccc1NC(=O)C(F)(F)F,-13.3,6.2,-0.4,-5.4,-0.7,-15.6,8.3,-1.9,2.1
CC(C)CCNC(=O)Cc1c(C(=O)O)[nH]c2ccc(Cl)cc12,-18.0,2.7,1.5,8.1,0.4,4.2,-0.3,-2.5,0.9
CC(C)c1ccc2[nH]c(O)c(N=NC(=O)c3cccc(S(=O)(=O)Nc4ccccc4Cl)c3)c2c1,0.0,9.1,4.4,8.2,-1.3,-3.5,-1.1,-3.0,0.0
NC(=O)c1sc2nc(N3CCCCC3)c3c(c2c1N)CCCC3,0.4,1.7,-2.5,9.7,1.7,-15.6,6.5,1.8,0.7
CCCCNC(=S)N(CCN(CC)CC)Cc1cc2cc3c(cc2[nH]c1=O)OCO3,3.0,12.8,2.7,-7.7,-6.5,-14.9,-5.0,-5.1,0.3
Cc1cc(=O)oc2cc(O)c(N=Nc3ccccc3)cc12,8.4,7.5,9.6,21.3,-2.7,-4.8,-1.8,-4.9,0.7
Cc1cccn2c(CNCCc3ccco3)c(C(=O)N3CCOCC3)nc12,-2.5,3.6,-10.0,-2.3,1.7,20.5,13.5,-1.2,6.0
CC(C)(C)NC(=O)C(c1ccccn1)N(C(=O)C1CSC(=O)C1)c1cccc(F)c1 (configuration not stated),-17.9,4.1,9.1,0.4,-1.0,70.0*,-4.0,-6.4,0.9

# Some of these compounds in order of molecular weight, smallest number first.
SMILES,CHRM4 antagonist,M1 PAM,M5 PAM,M4 PAM,CRFBP-R2 agonist,CRFBP-R2 block,M5 antag,M5 ag,CHRM4 agonist
O=C1NC(=O)C2(CCCCCC2)N1,-1.1,-4.2,1.3,-2.7,0.0,-1.7,3.3,0.8,0.4
Cc1nnc(SCC(=O)c2ccccc2)n1Cc1ccccc1,-1.0,1.5,1.8,18.5,0.3,0.6,1.7,-0.6,0.8
CCCCNC(=S)N(CCN(CC)CC)Cc1cc2cc3c(cc2[nH]c1=O)OCO3,3.0,12.8,2.7,-7.7,-6.5,-14.9,-5.0,-5.1,0.3
N#CCCn1nc(-c2ccc(Cl)cc2)cc1Nc1ccccc1NC(=O)C(F)(F)F,-13.3,6.2,-0.4,-5.4,-0.7,-15.6,8.3,-1.9,2.1
CC(C)c1ccc2[nH]c(O)c(N=NC(=O)c3cccc(S(=O)(=O)Nc4ccccc4Cl)c3)c2c1,0.0,9.1,4.4,8.2,-1.3,-3.5,-1.1,-3.0,0.0

# Further structures follow.
SMILES,CHRM4 antagonist,M1 PAM,M5 PAM,M4 PAM,CRFBP-R2 agonist,CRFBP-R2 block,M5 antag,M5 ag,CHRM4 agonist
Cc1ccc2c(CC(=O)NNC(=O)c3ccccc3O)coc2c1,-12.6,7.6,-3.3,7.6,0.6,0.7,7.0,-0.7,1.1
O=[N+]([O-])c1cccc(S(=O)(=O)Nc2ccc(S(=O)(=O)NCC3CCCO3)cc2)c1 (configuration not stated),-5.5,4.8,9.3,3.6,0.0,14.9,-2.5,-2.1,1.8
c1ccc(CN2CCOCCOCCOCCOCC2)cc1,4.3,5.3,9.9,3.6,0.2,5.0,-14.2,1.9,0.5
COC(=O)C(C)NC(=S)N1CCN(c2c(F)cc3c(=O)c(C(=O)O)cn(C4CC4)c3c2OC)CC1C (configuration not stated),5.4,2.9,1.5,-13.6,-2.4,22.2,0.8,-0.5,-0.4
Cc1cscc1-c1nc(NCC2CC2)nc2ccsc12,-4.3,0.8,-2.1,1.0,.,.,0.4,-2.9,-2.0
CCc1ccc(NC(=O)c2ccc(OC)c([N+](=O)[O-])c2)cc1,-1.9,-1.9,-7.2,4.4,-0.3,10.8,5.3,-4.7,4.0
CCCCCCNS(=O)(=O)c1ccc(NC(=O)C2CCCO2)cc1 (configuration not stated),-10.8,4.5,-9.6,6.3,1.6,16.9,9.9,2.9,7.4
Cc1ccc(NC(=O)c2ccc3c(=O)n4c(nc3c2)CCC4)cc1S(=O)(=O)N(C)C,5.6,3.7,3.5,-0.1,0.1,-3.3,6.0,1.5,6.7
O=C(CCSc1ccc(Cl)cc1)NCc1ccncc1,-8.1,1.9,6.6,-4.4,-4.0,6.3,4.2,-10.2,0.7

# Bioassay records: PubChem, several laboratories
